S-ASM inh – Inhibitors of Secretory Acid Sphingomyelinase (S-ASM): qHTS; placental ASM, HMU-PC fluorogenic substrate, 60 min; Potency, µM (doses to about 57.5 µM), for inactives: top-dose activity change, negative = inhibition, actives largely listed as inhibitors; 340,000 compounds, 0.006% hits; AID 504937, 2011; further: potency means the concentration at half of the fitted maximal effect
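HMU-PC0 cleavage (9 uM final) by human placental ASM, 60 min at 37 °C following 10 min compound exposure at RT; stopped at pH 10, fluorescence Ex 386/Em 447 nm.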
Coupling enz – qHTS Assay for Inhibitors of Fructose-1,6-bisphosphate Aldolase from Giardia Lamblia: Coupling assay counterscreen | coupling enzyme system counterscreen, AmpLite Red fluorescence | activity change, negative = inhibition, % at 58.2 µM, hits read low | 290,000 compounds, 0.67% hits | AID 2472, 2010; in the data active means activity change below about -30%; further: on the % scale 0 is the no-effect control and ±100 the full control effect
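Coupling enzymes only (glyceraldehyde-3-phosphate) + compound, at 57.5 uM final, 10 min RT; add substrate/coupling/AmpLite Red mix, 20 min RT; fluorescence ex 525/em 598 nm. Actives flag coupling-system interference.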
GALK inh – qHTS Assay for Inhibitors of Human Galactokinase (GALK); 270,000 compounds, 0.007% hits; P51570; AID 1868, 2009; Purified GALK, Kinase-Glo residual ATP luminescence; Potency, µM (titrated, usually from 57.5 µM), for inactives: at the highest dose activity change, negative = inhibition, actives largely listed as inhibitors; further: potency means the concentration at half of the fitted maximal effect; on the % scale 0 is the no-effect control and ±100 the full control effect
Target sequence (P51570 whole entry, looked up): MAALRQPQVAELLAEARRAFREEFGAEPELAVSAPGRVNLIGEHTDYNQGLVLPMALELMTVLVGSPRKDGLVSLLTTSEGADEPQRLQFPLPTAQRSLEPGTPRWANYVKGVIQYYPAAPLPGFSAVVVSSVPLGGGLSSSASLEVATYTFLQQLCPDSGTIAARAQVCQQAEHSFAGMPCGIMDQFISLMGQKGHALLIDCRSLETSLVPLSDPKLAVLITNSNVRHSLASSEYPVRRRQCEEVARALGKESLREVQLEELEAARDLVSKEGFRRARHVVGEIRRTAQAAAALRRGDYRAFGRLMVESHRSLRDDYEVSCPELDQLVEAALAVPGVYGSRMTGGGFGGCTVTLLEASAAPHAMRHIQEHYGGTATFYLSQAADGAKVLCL
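The enzyme phosphorylates galactose (100 uM) using ATP (35 uM); inhibition is detected as higher residual ATP, quantified by bioluminescence after 1 h reaction at room temperature, pH 8.0.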
B2AR arrestin – qHTS assay of beta-arrestin-biased ligands of beta2-adrenergic receptor; Beta-2 adrenergic receptor (Homo sapiens), P07550; beta-arrestin recruitment to beta2AR, cell-based reporter; Potency, µM (titrated, usually from 46.1 µM), without a hit: at the highest dose activation, actives largely listed as activators; 330,000 compounds, 0.02% hits; AID 492947, 2010;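 further: potency means the concentration at half of the fitted maximal effect; 0% = DMSO controls and full agonism = EC100 isoproterenol or metaproterenol; nearly all actives have a fitted effect of over 65% in size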
Tb PFK inh – qHTS Assay to Find Inhibitors of T. brucei phosphofructokinase. ATP-dependent 6-phosphofructokinase (Trypanosoma brucei brucei), O15648. T. brucei PFK, ADP-Glo luminescence. Potency, µM (titrated, usually from 57.5 µM), without a hit: at the highest dose activity, negative = inhibition, usual class: inhibitors. 330,000 compounds, 0.17% hits. AID 485367, 2010;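 further: potency means the concentration at half of the fitted maximal effect; 0% = uninhibited 1x PFK enzyme wells and -100% = no-enzyme wells; nearly all actives have a fitted effect of over 60% in size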
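ADP-Glo luminescence quantified ADP after 45 min at room temperature, with 1.25 nM T. brucei PFK, 0.1 mM ATP and 0.5 mM fructose-6-phosphate in pH 8.0 TEA buffer. qHTS titrations up to 57 µM; curves classified by quality.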
a7 integrin act – qHTS for Activators of Integrin-Mediated Alleviation for Muscular Dystrophy | alpha7betagal myoblasts, beta-gal FDG fluorescence, 48 h | Potency, µM (highest dose often 38.3 µM), for inactives: top-dose activation, usual class: activators | 350,000 compounds, 0.064% hits | AID 624291, 2012;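 further: potency means the concentration at half of the fitted maximal effect; 100% = response of the positive control SU9516; nearly all actives have a fitted effect of over 60% in size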
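alpha7betagal+/- myoblasts (passage 13, 250/well) treated 48 h at 37C with compounds at 1:260 dilution of DMSO stock. Lysed, then beta-galactosidase activity read as FDG fluorescence (ex 480/em 540) after 30 min, with pre-read for autofluorescence.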
PKM2 activator – qHTS Assay for Activators of Human Muscle isoform 2 Pyruvate Kinase; purified PKM2, Kinase-Glo ATP luminescence, activation; response scale: 0% is enzyme alone, no compound; 260,000 compounds, 0.34% hits; Potency, µM (highest dose often 57.5 µM), without a hit: at the top dose activation, actives largely listed as activators; further: potency means the concentration at half of the fitted maximal effect; on the % scale 0 is the no-effect control and ±100 the full control effect; nearly all actives have a fitted effect of over 55% in size
Target sequence (P14618 whole entry, looked up, canonical isoform): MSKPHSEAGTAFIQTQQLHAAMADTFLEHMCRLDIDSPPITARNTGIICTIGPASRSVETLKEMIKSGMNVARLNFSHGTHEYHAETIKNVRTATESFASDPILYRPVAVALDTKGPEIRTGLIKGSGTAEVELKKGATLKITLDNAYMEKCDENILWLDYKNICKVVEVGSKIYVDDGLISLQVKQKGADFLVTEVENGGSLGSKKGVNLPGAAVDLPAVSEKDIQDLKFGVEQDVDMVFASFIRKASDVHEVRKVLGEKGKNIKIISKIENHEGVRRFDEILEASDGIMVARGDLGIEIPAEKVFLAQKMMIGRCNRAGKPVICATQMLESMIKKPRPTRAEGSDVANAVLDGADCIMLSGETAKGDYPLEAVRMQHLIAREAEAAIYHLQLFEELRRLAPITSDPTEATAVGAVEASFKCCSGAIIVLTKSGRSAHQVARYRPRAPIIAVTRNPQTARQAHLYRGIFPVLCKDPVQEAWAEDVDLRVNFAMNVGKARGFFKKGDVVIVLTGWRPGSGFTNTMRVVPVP
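Kinase-Glo luminescence reports ATP generated from ADP (0.1 mM) and PEP (0.5 mM) by purified hPK-M2 after 1 h at room temperature, pH 7.2 imidazole buffer; intermediate enzyme activity allows detecting inhibitors and activators.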
PTAP TSG101 blk – qHTS Assay for Iinhibitors of HIV-1 Budding by Blocking the Interaction of PTAP/TSG101; Tumor susceptibility gene 101 protein (Homo sapiens), Q99816; Potency, µM (highest dose often 115 µM), for the others: top-dose activity change, negative = inhibition, usual class: inhibitors; Fluorescence polarization, FITC-PTAP peptide / Tsg101 binding; 340,000 tested, under 10 active; AID 493005, 2010; active means well fitted inhibition curve with a large enough effect in the main read-out, with a control signal flat, not every such curve was filed as active; inconclusive means small, poorly fitted or top-dose-only effect, or effect the other way, or a change in a side signal; inactive means no such curve, though single readings can be large or run the other way; further: potency means the concentration at half of the fitted maximal effect; % of control where 0% means no effect
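Fluorescence polarization binding of Tsg101 binding domain (10 uM final) to FITC-labeled PTAP peptide (50 nM final) in HEPES pH 7.5 buffer with NaCl, Tween 20, EDTA, TCEP. Compounds added before peptide; binding 20 min at RT.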
BCR signal inh – qHTS Assay to Find Inhibitors of Chronic Active B-Cell Receptor Signaling | ABC-DLBCL IkBa-CBG/CBR reporter, luminescence ratio, 4 h | Potency, µM (doses to about 46.1 µM), inactives show top-dose ratio change, negative = lower green/red ratio, hits mostly inhibitors | 340,000 compounds, 0.05% hits; active means well fitted inhibition curve with a large enough effect in the signal ratio, with a control signal flat, not every such curve was filed as active; inconclusive means small, poorly fitted or top-dose-only effect, or effect the other way, or a change in a side signal; the % refers to the signal ratio;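 further: potency means the concentration at half of the fitted maximal effect; plate controls were basal doxycycline-induced cells for no effect and cells given 10 µM MG132 for full effect; MG132 reads +100%, hits lower the ratio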
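TMD8 ABC-DLBCL cells carrying doxycycline-inducible green luciferase fused to IkappaBalpha plus unfused red luciferase were exposed to compounds (up to 46 uM) for 4 hrs at 37C. Activity came from the overlap-corrected green/red luminescence ratio.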
Menin-MLL TR inh – qHTS Assay for Inhibitors Targeting the Menin-MLL Interaction in MLL Related Leukemias: Competition With Texas Red Labeled MLL-derived Mutant Peptide; Menin + Texas Red MLL mutant peptide, fluorescence polarization; Potency, µM (series often up to 61.6 µM), for the others: at the highest dose FP activity change, negative = inhibition, most hits filed as inhibitors; 270,000 compounds, 0.23% hits; AID 1768, 2009; active means well fitted inhibition curve with a large enough effect in the polarisation, with a control signal flat, not every such curve was filed as active; inconclusive means small, poorly fitted or top-dose-only effect, or effect the other way, or a change in a side signal; inactive means no such curve, though single readings can be large or run the other way; the % refers to the polarisation; further: potency means the concentration at half of the fitted maximal effect; % of control where 0% means no effect; many of its hits are not listed in these tables
Giardia killer – Small Molecules that selectively kill Giardia lamblia: qHTS; Giardia lamblia trophozoite viability; activity change, % at 7.66 µM, hits read low; 340,000 compounds, 0.15% hits; AID 540267, 2011; in the data active means activity change below about -80%; inconclusive means between about -30% and that limit;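 further: parasites exposed to compound for two days anaerobically before the ATP read; on the % scale 0 is the no-effect control and ±100 the full control effect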
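Media and compound were dispensed first, then trophozoites at 100 cells/well; plates sat 48 hrs at 37 deg C without oxygen before ATP luminescence reagent was added and read after 15-30 min at room temperature.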
* hit, by the source's call; u = inconclusive; x = not tested or not shown; & = joins results of further samples; [ ] = dose if it differs, or a comment. Unless noted, the call rests on the fitted dose curve; in most records, active means well fitted curve in the direction sought with a large enough effect; inconclusive means small, poorly fitted or top-dose-only effect, or another doubt; inactive means no such curve, though single readings can be large; an effect the other way counts as inactive or inconclusive. A portion of the library; count on the stated rates, not on these rows.

molecule,S-ASM inh,Coupling enz,GALK inh,B2AR arrestin,Tb PFK inh,a7 integrin act,PKM2 activator,PTAP TSG101 blk,BCR signal inh,Menin-MLL TR inh,Giardia killer
COc1ccccc1OCC(=O)N1CCN(C(=O)c2ccco2)CC1,x,x,7%,-1.2%,-1%,30%,-20%,-1%,0%,x,4
CC(C)(C)c1nc2scc(-c3cccs3)c2c(=O)o1,-3%,3,-2%,-0.1%,20%,-29%,17%,-4%,4%,7%,1
Nc1ccc(N=Nc2ccccc2)c2cccnc12,-13%,-1,0%,-0.1%,-6%,-11%,x,1%,u,u,12
Cc1ccc(C(=O)N/C(=C\c2ccccc2F)c2nc(=S)[nH][nH]2)cc1,0%,-1,-1%,-0.1%,10%,-5%,-2%,-4%,-2%,1%,18
Cc1ccccc1C(=O)NNC1=NCCC1,5%,-1,-2%,-0.2%,0%,21%,0%,-6%,u,-14%,-6
C[C@@H](NC(=O)[C@@H]1Cc2ccccc2CN1)C(=O)NCc1ccco1,2%,x,-4%,-0.2%,-6%,3%,x,0%,2%,x,20
C=CCOn1c(=O)c(-c2cc3ccccc3o2)[n+]([O-])c2ccccc21,16%,0,0%,0.1%,-2%,12%,5%,u,8%,u,-21
CN(C)/C(=N\S(=O)(=O)c1ccc(Cl)cc1)c1ccc(F)cc1,2%,6,-3%,-0.4%,0%,-7%,10%[11.5 µM],-2%,0%,-2%,-21
Cc1cccc(Nc2cc(=O)[nH]c(=O)[nH]2)c1C,1%,-1,1%,-0.1%,0%,33%,2%,-1%,-7%,6%,1
O=C(CCC1COc2ccccc2O1)NCC1COc2ccccc2O1 (stereo not given),-1%,4,-3%,-0.3%,-4%,-1%,0%,2%,u,15%,3
Cc1c(NC(=O)CSc2ccc(Cl)cc2)c(=O)n(-c2ccccc2)n1C,9%,7,-2%,-0.2%,3%,-8%,1%,-12%,-11%,-23%,-19
O=C(NC1=NN(c2ccccc2)CC1)Nc1ccccc1F,0%,1,-2%,0.3%,1%,19%,1%,1%,u,x,8
O=C(NC1(C(F)(F)F)NC(=O)N(CCc2ccccc2)C1=O)C1CC1 (stereo not given),5%,2,2%,-0.2%,3%,5%,4%,-3%,4%,5%,4
CSc1ccc(S(=O)(=O)NCCSC(C)(C)C)cc1,0%,0,3%,-0.1%,-10%,-12%,0%,-7%,23%,-6%,2
CC(C(=O)NCC1CCCCC1)N(C)Cc1cccc(Cl)c1 (stereo not given),2%,8,13%,0.1%,1%,11%,0%,-10%,u,-27%,5
c1cncc(CNc2nc(-c3cccnc3)nc3ccccc23)c1,-3%,3&-1,1%,-0.4%,-9%,-4%,x,-7%,u,-8%&0%,-7
O=C(O)c1cccc(NC(=O)c2cc(NC(=O)c3ccccc3)cc(NC(=O)c3ccccc3)c2)c1,-11%,4,-11%,0.1%,-5%,2%,-1%,-6%,4%,u,8
Cc1cc(C)cc(C(=O)NC(=S)Nc2cccnc2)c1,1%,x,6%,-0.7%,0%,u,0%,-1%,-6%,x,-23
COc1ccc(C(=O)OCC(=O)c2ccc(S(=O)(=O)N3CCCCC3)cc2)c(OC)c1,-9%,x,x,-0.3%,0%,9%,x,-4%,u,x,-15
COc1cc(/C=N/N2C(=O)c3ccccc3NC2(C)c2cccc([N+](=O)[O-])c2)cc(Br)c1O (stereo not given),u,-6,-2%,-0.4%,-1%,-20%,3%,-9%,u,u,-26
Cc1cccc(N2N=C(C(=O)O)CCC2=O)c1,-1%,-1,-2%,-0.4%,3%,24%,x,-2%,3%,13%,9
O=C(COc1ccc2ccccc2c1Br)NC(=S)Nc1cccc(CO)c1,-3%,0,x,3.3%,-5%,-12%,7%,-4%,u,8%,-13
O=C(NCc1ccc(F)cc1)C1CCN(C(=O)Nc2ccc(F)cc2)CC1,1%,7,13%,0.2%,-22%,10%,-2%,0%,9%,-6%,-11
O=C(N/N=C/c1cn(-c2ccccc2)nc1-c1cc2ccccc2o1)c1c[nH]c2ccccc12,-9%,-1,-3%,0.1%,5%,2%,1%,1%,6%,u,18
NC(=O)CCn1c(C(=O)c2ccc(Cl)cc2)c2ccccc2[n+]1[O-],-5%,-1,x,-2.5%,3%,-4%,0%,0%,19%,-5%,-19
CCSc1nnc(NC(=O)C2Cc3ccccc3CN2S(=O)(=O)CC)s1 (stereo not given),-1%,0,-1%,0.2%,-13%,-24%,13%,-1%,u,-6%,0
CSCC[C@H](NC(=O)CCCn1nnc2ccccc2c1=O)C(=O)O,1%,2,-1%,-0.2%,0%,3%,-3%,1%,17%,x,-16
Cc1ccc2c(CN(C)Cc3cccc(F)c3)cc(=O)oc2c1C,-5%,1,0%,-0.1%,3%,0%,x,-4%,u,u,-27
COc1ccc(C)cc1NC(=O)COC(=O)c1ccc2ccccc2n1,-3%,x,x,0.2%,5%,u,x,28%,0%,x,21
COc1cc(C(=O)NCCC2=CCCCC2)ccc1OC1CCN(C(C)=O)CC1,1%,x,0%,-0.5%,-5%,-23%,-6%,-3%,1%,x,8
Cc1c(F)cccc1NS(=O)(=O)c1ccc(OCCNS(C)(=O)=O)cc1,3%,1,-2%,-0.2%,3%,22%,6.3µM*,0%,-18%,11%,-2
Cc1nn(Cc2ccc(C(=O)Nc3nc4c(C)cccc4s3)o2)c(C)c1Br,-14%,8,x,0.2%,1%,-4%,0%,-2%,-1%,26%,34[activator]
CC1CCN(CCCNS(=O)(=O)c2cc(Br)cc3c2N(C(=O)C2CC2)CC3)CC1,-3%,1,9%,-0.2%,-7%,-55%[inhibitor],-5%,-1%,-8%,-18%,-7
O=S(=O)(NCc1cc(-c2ccc(Cl)cc2)no1)c1ccccc1,15%,1,0%,-0.3%,2%,6%,0%,-5%,11%,x,9
CCOC(=O)c1cc(S(=O)(=O)N2CC(C)CC(C)C2)cn1C (stereo not given),-1%,x,4%,0.0%,1%,-23%,x,-4%,-4%,x,6
COC(=O)Cn1cc(C(=O)OC)c2ccccc21,4%,1,-2%,-0.3%,-13%,27%,4%,-12%,-1%,4%,5
O=C(CC1Oc2ccccc2NC1=O)NCc1ccc(Cl)cc1 (stereo not given),3%,4,2%,-0.1%,0%,-6%,0%,0%,1%,-10%,-9
Cc1cc(=O)c(C(=O)O)nn1-c1ccc(Cl)cc1,3%,2,1%,-0.2%,-3%,43%,-17%,-4%,-8%,x,-23
O=[N+]([O-])c1cccc(CN2CCC(Cc3ccccc3)CC2)c1,-2%,-1,4%,-0.5%,-7%,32%,0%,1%,1%,u,0
Cc1ccc(F)cc1NC(=O)CN1C(=O)NC(C)(c2ccc3c(c2)OCCO3)C1=O (stereo not given),0%,x,x,0.0%,-2%,2%,x,1%,u,x,1
CC(C)OCCCn1c(SC(C)C(=O)NCC2CCCO2)nc2cc(Cl)ccc2c1=O (stereo not given),0%,x,x,0.0%,-4%,-9%,x,-3%,-1%,x,15
CC(=O)c1ccc(N2CCN(C(=O)C3CCCN(S(=O)(=O)c4c(C)[nH]c(=O)[nH]c4=O)C3)CC2)cc1 (stereo not given),0%,1,-1%,u,2%,-7%,-4%,0%,-1%,-14%,21
O=C(CCCOc1ccccc1)Nc1nc2ccccc2[nH]1,-3%,4,1%,-0.1%,0%,2%,-4%,1%,0%,-8%,-3

Compound activity as filed in PubChem.
